Screening results (PubChem BioAssay)
MITF TRPM1 HTS – increases MITF-driven TRPM1 promoter luciferase signal; SK-MEL-5 TRPM1-promoter luciferase, 24 h; % of positive control, neutral wells = 0; activation, % at 12.5 µM; hit rate 0.75% among 300,000; AID 588334;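 active = mean activation of at least 80% with every replicate also reaching 80%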;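 also: 0% = neutral control wells and 100% = parthenolide positive control wells; values of inactives mirror those of a sister screen read the other way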
HTR5A ag ctr – activates human HTR5A in OPRM1-OPRD1 agonist counter-screen; P47898; HTR5A agonist assay, luminescence, cell-based; activation, % at 9.3 µM; hit rate 0.61% among 340,000; AID 504692; in the data active = activation mostly above about 9.5%, no sharp cut-off; inactive = mostly below about 7.6%;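 also: 0% = cells with vehicle only and 100% = reference agonist; strong numbers were not always called active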
Target sequence (P47898 whole entry, looked up): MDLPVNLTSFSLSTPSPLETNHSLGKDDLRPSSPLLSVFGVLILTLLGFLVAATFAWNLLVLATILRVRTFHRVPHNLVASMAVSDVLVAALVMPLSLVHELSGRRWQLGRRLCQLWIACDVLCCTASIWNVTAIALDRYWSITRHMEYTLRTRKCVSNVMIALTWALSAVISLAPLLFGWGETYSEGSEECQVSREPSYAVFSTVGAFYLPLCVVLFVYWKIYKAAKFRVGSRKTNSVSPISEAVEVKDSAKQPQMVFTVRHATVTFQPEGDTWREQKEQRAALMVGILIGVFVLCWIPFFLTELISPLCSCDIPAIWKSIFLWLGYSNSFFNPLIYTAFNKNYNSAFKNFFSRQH
PvdQ acylase – P. aeruginosa PvdQ acylase inhibition. AID 488965. inhibition, % at 10 µM. hit rate 0.063% among 340,000. purified PvdQ acylase, fluorescence plate reader; in the data active = inhibition above about 30%, passing the limit was not always enough;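 also: 0% = vehicle neutral wells and 100% = reference inhibitor wells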
SR-BI HDL uptake – inhibitors of mouse SR-BI mediated HDL lipid uptake; Q61009; ldlA[mSR-BI] CHO cells, DiI-HDL uptake fluorescence, 3 h; inhibition, % at 12.5 µM; hit rate 0.96% among 320,000; AID 488896;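 active = mean replicate inhibition of at least 70% and a set share of replicates each scoring 70 or more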;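 also: 0% = median of neutral control wells and 100% = median of positive control wells; values of inactives mirror those of a sister screen read the other way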
V-ATPase pHluor – regulators of yeast V-ATPase proton transport. S. cerevisiae, pHLuorin cytosolic pH fluorescence. response, % at 10 µM. hit rate 0.37% among 350,000; in the data active = response mostly above about 7.3%, no sharp cut-off; inactive = mostly below about 5.4%; also: actives read high; inactives centre near 0; some compounds called inactive have numbers as strong as hits; reference of the scale not given here
HTR5A inv ag – inverse agonist of human HTR5A in OPRM1-OPRD1 counter-screen; P47898; HTR5A cell line, luminescence, inverse agonism; inhibition, % at 9.3 µM; hit rate 0.083% among 340,000; in the data active = inhibition mostly above about 23%, no sharp cut-off; inactive = mostly below about 18%;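 also: 0% = cells with DMSO and 100% = no-cell wells with DMSO; some compounds called inactive have numbers as strong as hits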
dFosB act – mouse delta FosB homodimer activation; purified delta FosB, TAMRA-CDK5 oligo fluorescence polarization; percent of positive-control signal above neutral wells; P13346; activation, % at 25 µM; AID 493131; hit rate 0.99% among 340,000;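 active = mean activation above about 17%, with every replicate also reaching it, limit read from the data, passing the limit was not always enough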;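 also: fluorescence polarization rise as delta FosB binds a TAMRA Cdk5 AP-1 oligo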
NSD2 inh – NSD2 (human) methyltransferase inhibition; NSD2 peptide methylation, AlphaScreen, 120 min; inhibition, % at 12.5 µM; hit rate 0.54% among 310,000; in the data active = inhibition above about 50%
Wnt act – activates Wnt/beta-catenin signaling in a reporter cell assay | hit rate 1.2% among 300,000 | AID 743398 | activation, % at 9.35 µM | activator, plate reader; in the data active = activation above about 30%, passing the limit was not always enough;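 also: 0% = neutral control wells and 100% = positive control wells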
CDK5 p35 inh – CDK5/p35 (human) kinase inhibition; Q00535+Q15078; Recombinant CDK5/p35, ADP-Glo luminescence, 60 min; inhibition, % at 10 µM; hit rate 0.01% among 330,000; AID 488839;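 active = highest replicate inhibition of at least 50% and at least 75% of replicates reaching 50%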;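 also: plate controls were DMSO neutral control for no effect and GW8510 at 10 µM for full effect; many of its hits are not listed in these tables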
Target sequence (Q00535 whole entry, looked up): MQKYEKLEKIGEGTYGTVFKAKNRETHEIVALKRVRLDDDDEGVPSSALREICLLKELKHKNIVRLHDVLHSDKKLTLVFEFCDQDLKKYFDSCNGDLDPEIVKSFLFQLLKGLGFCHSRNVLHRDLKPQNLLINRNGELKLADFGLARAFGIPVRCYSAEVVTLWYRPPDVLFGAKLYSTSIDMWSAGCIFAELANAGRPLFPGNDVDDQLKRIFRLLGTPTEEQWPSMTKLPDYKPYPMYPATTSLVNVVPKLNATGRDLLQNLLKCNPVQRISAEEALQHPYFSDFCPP
Target sequence (Q15078 whole entry, looked up): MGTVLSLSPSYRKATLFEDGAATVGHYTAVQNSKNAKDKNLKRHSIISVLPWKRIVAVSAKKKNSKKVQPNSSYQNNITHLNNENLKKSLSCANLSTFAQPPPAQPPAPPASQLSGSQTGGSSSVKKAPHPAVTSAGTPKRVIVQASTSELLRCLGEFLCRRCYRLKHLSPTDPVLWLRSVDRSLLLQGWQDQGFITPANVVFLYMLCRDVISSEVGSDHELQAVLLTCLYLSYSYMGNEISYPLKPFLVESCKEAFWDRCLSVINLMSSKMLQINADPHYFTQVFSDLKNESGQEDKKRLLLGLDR
The depositor's hits bear a star; . = not tested or not shown.

A first look (two entries):
SMILES	MITF TRPM1 HTS	HTR5A ag ctr	PvdQ acylase	SR-BI HDL uptake	V-ATPase pHluor	HTR5A inv ag	dFosB act	NSD2 inh	Wnt act	CDK5 p35 inh
CC12CCC(=O)N1C(C(=O)Nc1ccc(F)c(F)c1F)CS2 (centres undefined)	-4.9	-0.5	-8.9	-27.9	3.8	-15.3	0.3	-4.0	-1.2	2.1
O=C(NC(=S)Nc1ccc(-c2ccccc2)cc1)c1ccccc1	20.5	-2.6	-9.6	-137.4	-2.0	10.3	-13.9	0.0	-2.4	-3.0

Results (from the top)
SMILES	MITF TRPM1 HTS	HTR5A ag ctr	PvdQ acylase	SR-BI HDL uptake	V-ATPase pHluor	HTR5A inv ag	dFosB act	NSD2 inh	Wnt act	CDK5 p35 inh
CC12CCC(=O)N1C(C(=O)Nc1ccc(F)c(F)c1F)CS2 (centres undefined)	-4.9	-0.5	-8.9	-27.9	3.8	-15.3	0.3	-4.0	-1.2	2.1
O=C(NC(=S)Nc1ccc(-c2ccccc2)cc1)c1ccccc1	20.5	-2.6	-9.6	-137.4	-2.0	10.3	-13.9	0.0	-2.4	-3.0
CC(C)CNC(=O)CN(C1CCCCC1)S(=O)(=O)c1ccccc1	2.8	3.7	1.4	3.5	-1.0	-9.9	1.9	-2.7	-3.8	0.0
CC(C)c1ccccc1NC(=S)NC1CCN(Cc2ccccc2)CC1	-6.7	11.5*	6.2	1.3	0.2	4.7	-0.6	6.0	-4.4	1.6
COc1ccccc1CN(C(=O)c1cnccn1)C(C(=O)NC1CCCCC1)c1cc(OC)c(OC)c(OC)c1 (centres undefined)	4.9	-6.7	-11.7	33.1	-2.2	10.3	-7.6	0.4	-0.4	0.8
COc1ccccc1CNS(=O)(=O)c1c(C)[nH]c(C)c1C(=O)N1CCCC1	5.9	-1.2	-0.1	-1.5	-2.8	4.5	-2.1	-0.8	-1.3	-2.4
CCCCOc1ccc(C(=O)NCc2ccccn2)cc1	26.1	1.4	-4.8	-1.0	3.4	-3.5	-9.8	3.9	.	-0.3
Cc1nc(SCC(=O)N2CCCCCC2)c2c(=O)n(C)c(=O)n(CC(C)C)c2n1	-7.1	6.6	-4.8	.	-1.6	-13.2	-14.6	2.1	-5.2	-2.0
O=C(CN1C(=O)NC2(CCCC2)C1=O)OCc1ccc(Cl)cc1Cl	0.6	-2.9	-11.9	-8.1	0.2	15.3	-3.5	0.5	-0.7	-2.3
CCOc1ccc(NC(=O)N[C@@H](Cc2ccccc2)C(=O)O)cc1	-2.7	9.8	-11.4	-1.0	-2.2	-30.7	-4.4	-0.8	4.9	-0.1
CCS(=O)(=O)N1CCC(C(=O)N2CCc3ccccc3C2)CC1	-6.6	-5.3	8.8	-4.8	2.5	-6.3	-3.1	.	.	0.2
Cc1cccc(C)c1NC(=O)C1CCCN(CCCc2ccccc2)C1 (centres undefined)	.	2.3	-10.7	6.6	1.2	-5.7	-9.7	2.6	0.8	-0.5
CC(=O)Nc1ccc(NC(=O)CCCCCN2C(=O)c3ccccc3C2=O)cc1	-4.7	-4.4	-15.5	-21.7	6.5	-1.4	24.6*	0.7	.	0.0
CCCCCNC(=O)Cc1ccc(S(=O)(=O)N2CCOCC2)s1	-0.7	5.8	-13.6	7.1	0.0	-17.7	-8.0	-0.7	0.2	0.9
O=C(CCS(=O)(=O)c1ccc(Br)s1)NCc1cccs1	6.1	0.3	-9.7	-1.2	-1.0	-0.5	-2.1	.	.	-1.7
N#Cc1ccccc1Cn1c(=O)n(-c2ccc(CC(=O)NCc3ccco3)cc2)c(=O)c2sccc21	14.7	-3.1	-5.5	13.6	1.2	7.9	-17.9	.	0.1	-2.8
COc1ccc(S(=O)(=O)Nc2cc(OC)c(NC(=O)c3ccco3)cc2OC)cc1	-9.8	0.7	4.8	28.2	2.0	-1.8	-8.2	0.5	-2.2	-0.1
CC1(c2ccc3c(c2)OCCO3)NC(=O)N(CC(=O)Nc2ccccc2F)C1=O (centres undefined)	6.9	5.4	12.0	0.4	1.3	-21.9	-8.3	-1.5	1.2	1.4
O=C(NCCN1C(=O)C2C3C=CC(C3)C2C1=O)Nc1ccccc1 (centres undefined)	6.4	-0.7	1.9	-7.2	-1.6	1.8	0.5	.	-2.9	-0.1
Cc1cccc(CC2SC(N)=NC2=O)c1 (centres undefined)	-13.3	-3.4	-12.9	-7.7	1.8	9.6	3.2	0.1	-2.5	1.6
CCn1c(=O)n(CC)c2cc(N3CCCC3)c(NC(=O)c3cccc(Cl)c3)cc21	-13.1	2.9	-4.9	10.7	-1.4	-15.6	-18.3	17.7	-1.2	-0.4
COCCN(C(=O)COC(=O)CCOc1ccccc1)c1c(N)n(Cc2ccccc2)c(=O)[nH]c1=O	1.5	5.3	-14.5	-34.7	-1.7	-15.9	2.4	.	-2.9	0.1
CC(C)c1ccc(NC2=CC(=O)CC(C)(C)C2)cc1	16.7	-1.1	10.1	-14.6	-0.2	4.0	3.5	-9.5	-1.3	0.7
COCC(=O)Nc1nnc(COc2ccccc2)s1	8.1	0.9	-13.9	5.0	-4.9	-2.1	-3.9	-4.0	1.0	-1.2
O=c1[nH]oc(O)c1-c1ncc(C(F)(F)F)cc1Cl	10.3	-4.5	-8.6	-24.9	2.5	12.6	-2.4	-1.3	-0.6	-1.5
CCOC(=O)C(C)Oc1cccc2c(=O)n(CC(=O)NCCc3ccccc3)ccc12 (centres undefined)	0.1	0.6	-0.3	26.7	-0.1	-1.9	-6.6	-0.9	-4.5	0.4
CN(C(=O)CSc1nnc(COc2ccccc2F)n1N)C1CCCCC1	7.8	9.7	-15.9	-15.3	-0.9	-29.2	-9.2	-0.4	-1.6	2.1
S=C(NCc1ccco1)N/N=C/c1ccc(Cl)cc1	-0.2	3.0	-4.2	-9.9	-1.3	-15.7	-6.9	2.2	0.1	-0.1
CCOC(=O)C1=C(C)N=C2SC(C)C(=O)N2C1c1ccc(C(=O)OC)cc1 (centres undefined)	6.1	1.2	-3.2	15.2	0.7	-18.5	-5.6	.	0.1	-1.4
COc1ccc(Br)cc1S(=O)(=O)NCCN1CCOCC1	-3.6	-1.4	-9.4	2.8	0.6	3.6	-3.2	-5.0	0.1	-0.5
COc1cccc(CN2C(=O)[C@H]3Cc4c([nH]c5ccccc45)C(C)(C)N3C2=O)c1	-2.2	0.2	-4.4	56.1	2.5	4.8	-0.5	.	-2.8	-0.6
O=C(CSc1nc2ccccc2c(=O)n1CCCN1CCOCC1)NC12CC3CC(CC(C3)C1)C2	-18.0	6.4	-9.7	.	-2.9	-16.2	-11.5	-1.1	-10.0	0.4
COc1ccc(CNS(=O)(=O)CCNC(=O)c2ccc(OC)cc2)cc1	-5.8	11.2	-8.0	-18.5	-2.3	-33.9	-4.5	0.7	-1.8	1.0
O=c1cc(CO)oc(CN2CCN(CCO)CC2)c1O	.	2.6	2.7	-10.1	-0.3	-7.2	0.3	-2.3	.	1.2
CN(C)C(=O)CCc1ccc2c3c([nH]c2c1)[C@]1(C)[C@@H](C(=O)N2CCCCC2)C[C@H](CC(=O)NCc2ccco2)C(=O)N1CC3	0.9	0.4	-14.6	-25.2	0.7	-1.3	-4.3	.	-1.5	-1.8
O=C1C2(CCC13COC(c1ccc(O)cc1)OC3)COC(c1ccc(O)cc1)OC2 (centres undefined)	-1.8	5.7	-6.6	-38.5	-4.1	0.4	5.4	-1.0	-0.7	0.2
COc1ccc(OCc2nnc(SCC(=O)NC3CC4CCC3C4)o2)cc1 (centres undefined)	16.8	0.8	-10.7	.	4.0	-12.3	-11.1	-6.4	6.9	0.2
CC1=C(C(N)=O)C(c2ccccc2)n2nc(-c3cccs3)nc2N1 (centres undefined)	-5.0	1.3	-3.6	-8.3	1.8	-3.5	7.1	.	-2.3	-0.7
O=C(NC(=S)Nc1nc(-c2ccccc2)cs1)c1cccnc1	0.8	-0.6	-8.3	42.1	-2.4	1.8	1.3	2.2	0.1	-3.1
Cc1ccc(OCc2cc(C(=O)NC(C)Cc3cnccn3)no2)cc1C (centres undefined)	1.2	2.2	-16.6	18.9	0.3	5.4	1.2	-2.0	-2.8	1.7
C=CCN(C(=O)Nc1ccc(Cl)cc1)C1CC(=O)N(c2ccc(OC)cc2)C1=O (centres undefined)	-8.0	2.5	-14.6	16.8	0.4	8.4	0.9	-2.1	.	0.0
CCCN(CCC)c1ccc(CC(=O)NC(C)Cc2ccccc2)cc1 (centres undefined)	5.5	2.2	2.2	-14.0	1.6	20.2	1.4	3.9	-2.7	2.1
Cc1cc2c(c(=O)n1CC1CCCO1)C(c1ccc3c(c1)OCO3)C(C#N)=C(N)O2 (centres undefined)	5.3	-4.7	3.7	-2.9	-4.0	7.0	-4.4	-1.1	.	-0.7
CCc1ccccc1NC(=O)C1CCN(C(=O)c2ccc([N+](=O)[O-])cc2)CC1	6.4	4.0	10.6	0.8	7.7	-10.9	-7.1	-1.7	-0.6	-0.1
COc1ccc(Cc2nnc(SCC(=O)Nc3ccccc3C#N)o2)cc1	-7.3	12.6	2.4	2.8	-1.6	-32.3	3.2	-0.4	-0.2	-0.8
CC(=O)NC1=NC(=O)/C(=C/N2CCOCC2)S1	13.2	-10.6	-5.8	3.1	-1.1	19.6	-2.9	-0.6	.	0.4
Fc1cc(F)cc(NC(=S)Nc2ccccc2N2CCOCC2)c1	-1.6	4.2	-9.0	14.5	-0.2	0.4	-1.3	2.2	-1.1	1.3
COC(=O)c1[nH]c2ccccc2c1NC(=O)c1c(F)cccc1F	-5.8	3.7	-8.4	14.8	-2.4	-6.1	-12.3	-3.1	-1.2	0.4
COCCNC(=O)[C@@H]1CCCN1S(=O)(=O)c1cccc2cccnc12	5.8	-6.0	-8.1	-24.5	1.6	-1.4	-0.2	.	0.7	-2.1
CSCCC(NC(=O)COc1ccccc1)C(=O)N1CCN(c2ccccc2O)CC1 (centres undefined)	0.2	-10.4	-13.9	3.6	1.0	26.1	-5.5	0.5	0.4	3.3
CCN(CC)S(=O)(=O)c1ccc(N(C)CCc2ccc(OC)c(OC)c2)nc1	-1.7	6.8	-10.6	7.6	4.2	-18.6	-7.5	11.3	-1.8	-2.0
OCCC1CN(CCCn2cccn2)CCN1C1CCCCC1 (centres undefined)	0.3	-0.6	1.0	-24.8	0.1	1.6	-1.9	-8.6	3.2	0.5
O=C(NCc1ccccc1)c1ccccc1NC(=O)C1CCCCC1	16.0	2.5	-1.7	13.5	3.6	-6.3	-3.8	0.2	-1.8	-1.7
Cc1ccc2c(=O)c(C(=O)c3ccc(F)cc3)cn(CC(=O)NCc3ccco3)c2n1	-3.8	5.9	-12.3	.	-1.2	8.2	-15.7	-2.7	3.7	-0.9
CCS(=O)(=O)c1nc(S(=O)(=O)c2ccc(C)cc2)c(N2CC(C)CC(C)C2)s1 (centres undefined)	-6.1	-1.6	-3.3	-11.4	0.0	-7.5	-6.2	-6.7	-1.8	0.8
Cc1ccc(CNC(=S)Nc2cc(C(=O)O)ccc2C)cc1	-1.9	-2.9	-3.9	-11.1	-0.5	4.3	-2.5	-3.2	-0.3	0.0
CCc1ccc(CNC(=O)CCc2cn(C)c3ccccc23)cc1	-1.9	-2.0	-11.9	4.1	-0.4	7.9	-2.9	-1.1	1.1	0.0

Compounds as they come; 5% or so of the library scored in one or more.
